Compound activity (PubChem BioAssay)
MC4R antag cAMP: blocks human MC4R cAMP signaling. MC4R-expressing cells, MTII-stimulated cAMP, LANCE TR-FRET. inhibition, % at 6.5 µM. actives 0.48% (n = 360,000). AID 540295. P32245;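 active = inhibition above its plate's cutoff, the mean of tested wells on that plate plus 3 SD, cut at about 29% in these data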;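 also: 0% = Melanotan II alone and 100% = Melanotan II plus saturating MCL0020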
Target sequence (P32245 whole entry, looked up): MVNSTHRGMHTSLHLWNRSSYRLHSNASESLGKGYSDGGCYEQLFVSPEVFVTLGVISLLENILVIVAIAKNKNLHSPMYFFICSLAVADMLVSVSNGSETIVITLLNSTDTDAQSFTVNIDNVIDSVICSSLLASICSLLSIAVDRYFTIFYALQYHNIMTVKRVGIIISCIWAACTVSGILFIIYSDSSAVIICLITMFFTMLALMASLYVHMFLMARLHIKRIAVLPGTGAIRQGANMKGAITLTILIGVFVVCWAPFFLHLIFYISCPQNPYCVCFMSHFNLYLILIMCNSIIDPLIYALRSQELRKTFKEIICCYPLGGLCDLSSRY
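Material: U2OS-MC4R stable cell line | Reagent: Melanotan II challenge after compound preincubation | Doses: One concentration, 6.5 µM nominal | Incubation: 30-min compound preincubation, 1-h Melanotan II challenge, 1-h detection, room temperature | Signal: TR-FRET cAMP assay | Replicates: One well per compound, no replicates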
ABCB6 inh MLPCN: inhibitors of human ABC transporter ABCB6; K562-ABCB6 porphyrin accumulation, flow cytometry, 1 h; active compounds read low; fluorescence ratio to DMSO, % at 10 µM; actives 0.19% (n = 360,000);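 active = fluorescence ratio to DMSO below 75%, the collection mean minus 3 SD; inconclusive = too few cells collected in the well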;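 also: signal is porphyrin accumulated inside mitochondria; 100% equals median channel fluorescence of DMSO control wells; lower ratio means ABCB6 inhibition with less porphyrin fluorescence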
Vif inh: inhibitors of HIV Vif; inhibition, % at 7.49 µM; HEK293T cells, Vif self-association by quenched fluorescence, imaging, 24 h; actives 0.35% (n = 340,000); in the data active = inhibition above about 50%, passing the limit was not always enough; inconclusive = no clear call, values can overlap the other calls; inactive = below about 31%; also: some results filed as inactive read as strong as hits
TLR9-MyD88 inh: blocks human TLR9 binding to MyD88; AID 504734; Q9NR96+Q99836; actives 0.21% (n = 340,000); inhibition, % at 4.98 µM; CHO BLA complementation TLR9-MyD88, CCF4 FRET ratio;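 active = inhibition above the mean over all tested compounds plus 3 SD, cut at about 21% in these data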;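 also: 0% = DMSO only wells and 100% = clavulanate BLA inhibitor control wells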
ABHD5 PLIN5 PPI: inhibitors of human ABHD5-perilipin-5 interaction; AID 602281; Q00G26+Q8WTS1; inhibition, % at 4 µM; actives 0.78% (n = 360,000); Split G. princeps luciferase complementation, luminescence, 4 h;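 active = inhibition above the mean inhibition across every tested compound plus 3 SD, cut at about 22% in these data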;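 also: 0% = DMSO only wells and the 100% control is not disclosed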
MC4R barr agon: activates human MC4R beta-arrestin recruitment | P32245 | U2OS MC4R beta-arrestin complementation, luminescence; percent of melanotan II response, DMSO zero | activation, % at 8.9 µM | actives 0.98% (n = 360,000) | AID 540308;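 active = activation above a per-plate cutoff, the mean activation of sample wells on that plate plus 3 SD, cut at about 8% in these data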
NOD2-RIPK2 inh: blocks binding of human NOD2 to RIPK2 | O43353 | CHO BLA complementation NOD2-RIPK2, CCF4 ratio | inhibition, % at 4.98 µM | actives 0.38% (n = 360,000) | AID 624267; in the data active = inhibition above about 21%;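 also: 0% = vehicle only and 100% = reference blocker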
Target sequence (O43353 whole entry, looked up): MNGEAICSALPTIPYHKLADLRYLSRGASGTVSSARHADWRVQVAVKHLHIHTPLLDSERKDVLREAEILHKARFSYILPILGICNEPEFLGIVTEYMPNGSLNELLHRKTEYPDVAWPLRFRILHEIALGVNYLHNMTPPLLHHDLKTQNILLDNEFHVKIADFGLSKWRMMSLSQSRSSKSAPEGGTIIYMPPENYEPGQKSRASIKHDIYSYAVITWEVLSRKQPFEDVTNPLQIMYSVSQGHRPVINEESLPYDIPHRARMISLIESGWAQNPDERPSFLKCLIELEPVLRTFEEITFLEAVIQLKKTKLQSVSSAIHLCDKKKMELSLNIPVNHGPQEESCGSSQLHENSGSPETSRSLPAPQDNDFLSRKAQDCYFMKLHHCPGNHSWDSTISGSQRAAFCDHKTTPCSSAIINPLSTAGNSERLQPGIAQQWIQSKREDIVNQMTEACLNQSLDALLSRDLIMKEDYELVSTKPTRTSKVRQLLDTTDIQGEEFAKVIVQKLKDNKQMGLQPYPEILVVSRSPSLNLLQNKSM
Granule exo inh: lytic granule exocytosis inhibition. inhibition, % at 10 µM. actives 0.66% (n = 360,000). TALL-104 LAMP-1 surface exposure, flow cytometry; cells stimulated with thapsigargin and PMA;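 active = inhibition above about 55%, limit read from the data; inconclusive = no clear call, values can overlap the other calls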
Glyco luc inh: blocks N-linked glycosylation in D54 reporter cells | D54 ERlucT glycosylation luciferase reporter, 24 h; percent of 100 nM tunicamycin response | reporter increase, % at 12.5 µM | actives 0.23% (n = 360,000) | AID 588692;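 active = mean luciferase reporter signal, scaled so untreated is 0 and the glycosylation-blocking control 100, at or above a set limit in every replicate; inconclusive = mean reaches the limit but not every replicate does; inactive = mean below the limit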;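 also: luciferase carries N-glycosylation sites so blocking glycosylation raises the light; 0% = median of neutral control wells and 100% = median of 100 nM tunicamycin wells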
aDG glyco up: increases alpha dystroglycan glycosylation. Pro5-aDG cells, alpha-DG glycosylation AlphaScreen (IIH6); 0% Pro5, 100% B10-LARGE cell signal. activation, % at 10 µM. actives 0.22% (n = 360,000). AID 624168;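 active = activation of at least 8% versus controls, or a plate z-score of at least 8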;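 also: Pro5 are CHO cells carrying HIG-tagged alpha-DG that lacks glycosylation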
* = called active by the depositor; ? = inconclusive; · = not tested or not shown. This is a subset. The share of hits here may be higher or lower than overall.

SMILES	MC4R antag cAMP	ABCB6 inh MLPCN	Vif inh	TLR9-MyD88 inh	ABHD5 PLIN5 PPI	MC4R barr agon	NOD2-RIPK2 inh	Granule exo inh	Glyco luc inh	aDG glyco up
CC(C)NC(=O)CC(=O)NN=C1CCCCC1	-9.8	97.0	-7.5	-1.7	1.6	-2.1	-4.7	-0.1	0.0	-0.5
O=C(CSCc1ccc([N+](=O)[O-])cc1)NC1CC1	10.3	100.0	1.2	5.7	3.5	0.0	2.9	-4.1	0.0	-0.3
CC(C)(C)SCCNC(=O)c1cccc([N+](=O)[O-])c1	-0.8	92.0	0.3	-2.3	0.4	-0.3	-18.7	1.2	1.0	-0.1
O=C(C1CCC1)N1CCc2cc(S(=O)(=O)NCC3COc4ccccc4O3)ccc21 (configuration not stated)	6.0	148.0	1.6	3.0	-1.2	0.4	-6.6	0.9	-0.9	0.0
Cc1c(N)c(=O)n(-c2ccccc2)n1C	4.6	105.0	-2.2	-3.6	-14.0	-0.5	2.4	-2.5	2.5	-0.2
CCOC(=O)c1ccccc1NCN1C(=O)CSC1=O	8.6	105.0	17.7	-3.9	8.1	-2.1	-17.2	14.6	2.2	0.0
CCn1c(C)nc2cc(C(=O)N3N=C(CCOC)CC3(O)C(F)(F)F)ccc21 (configuration not stated)	9.8	94.0	1.1	-2.2	1.9	-2.6	-0.2	3.8	1.2	0.1
COc1cc(CNC(C)(C)CO)ccc1OCC(=O)Nc1ccc(Br)cc1	11.8	99.0	7.0	14.1	-1.9	-2.2	-3.7	-3.7	-0.7	0.2
O=C(O)CSc1nnc(C2CC2)n1-c1ccccc1	4.0	97.0	5.9	-6.5	-7.3	-0.5	-7.3	-8.6	0.9	-0.4
CCCC1=Nc2cc(C(=O)NCCN3CCOCC3)ccc2Sc2ccc(C)cc21	1.9	92.0	-0.5	2.4	4.8	-2.5	3.0	0.5	2.3	-0.1
CCOC(=O)c1c(C)nsc1NC(=O)C1(C)CCN1C(=O)CC (configuration not stated)	7.5	104.0	13.5	·	1.5	1.2	-1.4	-2.6	2.9	0.0
COc1cc(SC)ccc1C(=O)OC1CCOC1=O (configuration not stated)	7.9	101.0	-0.3	4.5	2.6	-1.7	3.7	4.1	2.3	-0.2
O=Cc1c[nH]c2ccc(C(=O)c3ccccc3)cc12	6.7	102.0	-1.8	-35.8	8.8	-0.1	2.4	0.6	0.1	0.0
Nc1cc(N)nc(SCC(=O)N2CCCCC2)n1	-2.6	99.0	-7.7	-3.0	13.0	1.3	-0.9	-0.4	1.6	-0.3
CCC(=O)Nc1cccc(C2=NOC3(C2)C[C@@H](C(N)=O)N(C(=O)c2cc([N+](=O)[O-])cc([N+](=O)[O-])c2C)C3)c1 (some centres not stated)	7.2	93.0	-3.5	3.8	-3.8	-2.0	-8.9	-9.0	-0.3	-0.3
NC(=O)c1ccc(-n2nnnc2SCC(=O)Nc2ccccc2)cc1	9.9	101.0	-5.8	-9.0	-3.3	-1.1	4.8	-8.4	1.4	-0.1
CC(CC(=O)NCCc1ccc(Cl)cc1)S(=O)(=O)c1ccc2c(c1)NC(=O)CO2 (configuration not stated)	-8.4	98.0	-6.2	-5.8	5.2	-2.6	-10.1	-0.7	1.4	0.0
Cc1ccc(N=C2CCCN2Cc2ccccc2)c(C#N)c1	7.5	94.0	-0.3	8.5	2.0	-1.5	-1.0	0.9	-0.8	0.3
CC1CCCC(NC(=O)COC(=O)/C=C/c2ccc(S(=O)(=O)N3CCOCC3)cc2)C1C (configuration not stated)	3.3	97.0	-0.6	1.5	3.4	0.0	-2.3	1.0	0.5	0.1
O=C(COC(=O)c1ccc(Cl)nc1)Nc1ccc(N2CCCCC2)cc1	12.3	100.0	?	-6.0	-1.1	-1.6	-1.5	13.0	1.3	-0.1
CCOC(=O)C1=CCN(S(=O)(=O)c2ccccc2C)C1c1ccc(Cl)c(Cl)c1 (configuration not stated)	·	102.0	-2.0	·	-8.2	·	11.4	-2.7	-0.2	-0.1
CC(C(=O)N1CCCc2ccccc21)N1C(=O)c2ccccc2C1=O (configuration not stated)	-1.7	99.0	0.5	-1.0	-6.7	-0.3	-9.3	0.1	1.1	0.0
Cc1cc(C(=O)OCC(=O)N2CCC(C)CC2)c2ccccc2n1	2.6	101.0	·	-5.1	-11.2	-0.5	5.7	-3.4	-1.7	-0.2
Fc1ccc(Oc2cnc3ccccc3n2)cc1	3.9	101.0	2.5	-4.6	-2.6	-1.1	-4.4	1.5	-4.2	-0.2
CCC(CC)n1c(C)cc(=O)n1C(CC)CC	8.8	94.0	6.1	-1.7	-2.1	-0.9	6.2	2.8	2.5	0.0
COc1ccc(-c2csc(NC(=O)c3ccc(S(=O)(=O)N4CCc5ccccc5C4)cc3)n2)c(OC)c1	6.1	87.0	-22.8	0.4	-3.1	0.5	5.2	-0.9	-3.7	1.4
CCOC(=O)c1ccc(NC(=O)CNC(=O)c2ccccc2)cc1	-6.2	96.0	-2.3	5.5	5.8	-0.3	-12.7	-0.4	1.2	0.1
COc1cccc(CNC[C@H]2O[C@@H](n3ccc(N)nc3=O)[C@H](O)[C@@H]2O)c1OCc1ccc(F)cc1Cl	7.4	110.0	0.1	11.6	2.5	-0.7	0.9	-0.1	2.7	0.1
O=C(NCC1CC1)C1Cc2c(-c3ccc4c(c3)OCO4)ccnc2O1 (configuration not stated)	-3.4	86.0	4.7	·	4.2	0.2	-0.3	3.5	4.6	0.0
O=C(NCc1ccc(Cl)cc1)c1ccc(-n2cccn2)nc1	7.0	99.0	-2.1	8.3	7.8	1.5	-6.5	-4.3	-1.1	0.4

Reformatted as a markdown table: part of the list above.
| SMILES | MC4R antag cAMP | ABCB6 inh MLPCN | Vif inh | TLR9-MyD88 inh | ABHD5 PLIN5 PPI | MC4R barr agon | NOD2-RIPK2 inh | Granule exo inh | Glyco luc inh | aDG glyco up |
| --- | --- | --- | --- | --- | --- | --- | --- | --- | --- | --- |
| COc1ccc(-c2csc(NC(=O)c3ccc(S(=O)(=O)N4CCc5ccccc5C4)cc3)n2)c(OC)c1 | 6.1 | 87.0 | -22.8 | 0.4 | -3.1 | 0.5 | 5.2 | -0.9 | -3.7 | 1.4 |
| CCOC(=O)c1ccc(NC(=O)CNC(=O)c2ccccc2)cc1 | -6.2 | 96.0 | -2.3 | 5.5 | 5.8 | -0.3 | -12.7 | -0.4 | 1.2 | 0.1 |
| COc1cccc(CNC[C@H]2O[C@@H](n3ccc(N)nc3=O)[C@H](O)[C@@H]2O)c1OCc1ccc(F)cc1Cl | 7.4 | 110.0 | 0.1 | 11.6 | 2.5 | -0.7 | 0.9 | -0.1 | 2.7 | 0.1 |
| O=C(NCC1CC1)C1Cc2c(-c3ccc4c(c3)OCO4)ccnc2O1 (configuration not stated) | -3.4 | 86.0 | 4.7 | · | 4.2 | 0.2 | -0.3 | 3.5 | 4.6 | 0.0 |

(listing goes on)
SMILES	MC4R antag cAMP	ABCB6 inh MLPCN	Vif inh	TLR9-MyD88 inh	ABHD5 PLIN5 PPI	MC4R barr agon	NOD2-RIPK2 inh	Granule exo inh	Glyco luc inh	aDG glyco up
Cn1c(=O)c2c(nc(SCCN3CCCCC3)n2Cc2ccccc2)n(C)c1=O	5.6	100.0	12.7	-10.0	-8.2	-3.1	9.3	-2.5	2.3	0.0
O=C(O)c1csc(-c2cccs2)n1	5.4	98.0	8.2	2.5	1.2	-0.6	1.2	1.7	1.4	0.1
CSc1nc2ccc(S(N)(=O)=O)cc2s1	-2.2	101.0	4.9	13.6	2.6	2.2	-9.9	-6.3	1.6	-0.2
Cc1[nH]c2ccccc2c1/C=C(\C#N)C(=O)NCc1ccccc1	-5.2	117.0	-6.2	1.8	8.6	-1.5	1.7	-4.0	18.8	-0.2
CCC(=O)NC(=S)Nc1cccc(NC(=O)CC)c1	4.9	92.0	7.7	-10.7	3.1	0.1	-4.1	0.1	2.2	0.0
CCOCCCNC(=O)c1ccc(CS(=O)(=O)Cc2cccc(C)c2)o1	6.9	110.0	0.4	10.3	2.5	1.7	0.9	-3.9	1.2	0.0
CC(C)c1ccccc1OCC(=O)Nc1nnc(C2CC2)s1	0.3	87.0	-9.7	-6.0	4.0	4.1	-8.8	4.5	-5.2	0.0
CCCC(=O)N1CCOCC1c1cc(C(=O)NCc2ccccc2)no1 (configuration not stated)	4.5	94.0	8.1	·	-0.3	-1.8	-1.5	5.3	0.7	-0.2
CCCNC(=S)N1CCC(c2nc3cc(C)c(C)cc3[nH]2)CC1	17.1	103.0	-2.9	-0.6	-0.8	-2.6	4.5	2.8	0.8	-0.1
O=C(O)C1C2C=CC(O2)C1C(=O)NCCC1=CCCCC1 (configuration not stated)	7.3	95.0	20.0	-0.4	3.1	-1.6	-4.0	-3.9	0.7	-0.2
N=c1c(C(=O)NC2CCCC2)cc2c(=O)n3ccccc3nc2n1CCN1CCOCC1	3.8	107.0	·	-0.5	0.8	0.4	-8.7	-1.3	2.1	0.0
COc1ccc(C[C@H]2c3cc(O)c(OC)cc3CC[N+]2(C)[O-])cc1O (some centres not stated)	-10.1	88.0	6.4	-3.4	-2.9	-1.9	-0.2	21.2	-0.2	0.0
COc1ccc(OCc2nnc(SCC(=O)O)n2N)cc1	-1.5	91.0	15.1	0.2	-4.6	-1.3	-2.1	0.2	2.9	-0.1
O=C(NCc1cccnc1)c1ccc(=O)oc1	2.8	98.0	5.8	-1.6	-1.7	-2.5	-1.8	-0.4	-0.2	-0.2
CN1C(=O)C(CC#N)(C2(CC#N)C(=O)N(C)c3ccccc32)c2ccccc21 (configuration not stated)	0.4	101.0	·	-1.2	-4.6	-2.1	-9.8	-1.0	0.5	-0.2
CC(C)(CN1CCCN(CC(C)(C)C(=O)O)C1=O)C(=O)O	4.4	101.0	-8.5	4.1	-3.0	-0.9	-3.0	21.5	-0.1	-0.1
O=C(Nc1cccc(-c2nc3ncccc3o2)c1)c1cc2ccccc2o1	6.8	102.0	-2.2	3.9	2.7	2.1	-7.7	0.8	1.0	-0.6
CCN(CC)c1ccc(/C=N\NC(=O)c2cccc3cc[nH]c23)cc1	-21.8	93.0	2.8	-12.4	-3.3	-0.2	8.3	-0.5	22.7	0.0
Cc1nn(Cc2cccc(C(=O)Nc3ccn(Cc4ccccc4)n3)c2)c(C)c1[N+](=O)[O-]	-4.1	96.0	-4.6	6.8	4.0	5.8	-1.2	0.7	-4.8	0.3
CCn1c(SCC(=O)NCc2ccccc2)nc2c(c1=O)SC(C)C2 (configuration not stated)	6.3	101.0	-2.0	0.5	10.4	0.2	-12.6	3.8	2.1	0.1
C[C@]12CC[C@@H]3c4ccc(O)cc4CC[C@H]3[C@@H]1CC[C@@H]2OC(=O)CCC1CCCC1	7.0	104.0	0.8	3.3	1.0	-0.5	1.5	-9.8	-0.9	0.1
CCc1ccc2[nH]c(=O)c(CN(Cc3ccccc3OC)C(=O)Nc3ccccc3OC)cc2c1	16.1	89.0	1.6	6.6	-2.8	-0.3	-9.3	2.9	-2.8	0.1
CCOc1[nH]n(-c2ccc(Cl)cc2)c(=O)c1C=Nc1ccc(OC)cc1	0.9	92.0	-4.7	1.8	-5.3	-1.3	-4.7	-0.8	1.2	-0.2
